PglD DTNB – inhibitors of Campylobacter jejuni PglD acetyltransferase; purified PglD enzyme, DTNB colorimetric CoA detection; inhibition, % at 12.5 µM; actives 0.098% (n = 360,000); in the data active means inhibition above about 16%, passing the limit was not always enough; inconclusive means no clear call, values can overlap the other calls; further: strong numbers were not always called active
esBAF inh – SWI/SNF esBAF complex inhibition; reporter increase, % at 12.5 µM; mouse ES cells, Bmi1-luciferase knock-in reporter, 24 h; 100% = twice the neutral-well signal; actives 2% (n = 350,000); AID 602393; in the data active means activation above about 40%; inconclusive means no clear call, values can overlap the other calls;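 further: 0% = median of the plate's neutral control wells and 100% = double that signal; a rise in the Bmi1 reporter signal indicates esBAF inhibition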
ERp5 inh – ERp5 (human) disulfide isomerase inhibition; inhibition, % at 9.99 µM; ERp5 insulin aggregation, absorbance 650 nm, 90 min; Q15084; actives 0.05% (n = 350,000); AID 651711;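 active means mean replicate inhibition above about 25%, with every replicate also reaching it, limit read from the data, passing the limit was not always enough; inconclusive means only one of those two criteria met; inactive means neither criterion met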
Target sequence (Q15084 whole entry, looked up): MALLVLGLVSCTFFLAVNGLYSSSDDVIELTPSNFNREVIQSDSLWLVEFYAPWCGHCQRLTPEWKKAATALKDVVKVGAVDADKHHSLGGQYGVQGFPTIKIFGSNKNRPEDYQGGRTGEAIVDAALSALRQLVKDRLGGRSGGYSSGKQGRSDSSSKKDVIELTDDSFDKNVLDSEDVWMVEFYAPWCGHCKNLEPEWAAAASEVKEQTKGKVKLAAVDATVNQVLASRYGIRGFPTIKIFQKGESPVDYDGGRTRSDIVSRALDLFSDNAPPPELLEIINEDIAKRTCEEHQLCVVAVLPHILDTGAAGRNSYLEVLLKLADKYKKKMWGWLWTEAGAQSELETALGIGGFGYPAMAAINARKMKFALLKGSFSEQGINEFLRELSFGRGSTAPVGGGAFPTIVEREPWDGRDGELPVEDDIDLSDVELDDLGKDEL
E-selectin induc – induces E-selectin expression in human endothelial cells | actives 0.37% (n = 260,000) | activation, % at 7.58 µM | HUVEC E-selectin immunofluorescence imaging; normalized: neutral wells 0, TNF-alpha wells 100 | P16581 | AID 686992;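 active means mean E-selectin-positive cell signal at least 10% of the positive control, reached in at least 60% of replicates, without over 20% cell loss; inconclusive means no rule given, readout overlaps actives, possibly toxicity-flagged; inactive means the rest, including those meeting only one limit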;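 further: in these data hits start at about 27%; measured in HUVEC primary endothelial cells; signal is the percent of cells scored E-selectin positive by PE staining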
Target sequence (P16581 whole entry, looked up): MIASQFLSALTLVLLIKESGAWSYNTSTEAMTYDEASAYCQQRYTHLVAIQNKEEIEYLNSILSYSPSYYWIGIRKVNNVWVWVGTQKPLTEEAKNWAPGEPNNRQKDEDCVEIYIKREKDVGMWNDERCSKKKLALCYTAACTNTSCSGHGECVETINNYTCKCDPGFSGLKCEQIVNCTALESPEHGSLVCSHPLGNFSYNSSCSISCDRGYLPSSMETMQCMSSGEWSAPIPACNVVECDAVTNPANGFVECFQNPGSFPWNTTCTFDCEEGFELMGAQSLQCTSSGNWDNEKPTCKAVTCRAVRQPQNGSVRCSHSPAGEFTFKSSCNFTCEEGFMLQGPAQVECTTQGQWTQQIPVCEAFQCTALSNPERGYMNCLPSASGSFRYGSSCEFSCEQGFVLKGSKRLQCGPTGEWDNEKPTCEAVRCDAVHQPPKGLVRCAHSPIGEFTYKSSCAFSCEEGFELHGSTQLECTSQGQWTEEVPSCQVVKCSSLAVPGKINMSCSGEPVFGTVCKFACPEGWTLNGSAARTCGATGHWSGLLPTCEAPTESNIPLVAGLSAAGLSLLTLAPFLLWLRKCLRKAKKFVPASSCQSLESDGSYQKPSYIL
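Material: HUVEC primary endothelial cells; Amount: 3,000 cells per well; Dosing: single concentration; Medium: EGM-2 growth medium on 0.1% gelatin-coated wells; Read-out basis: percent E-selectin-positive cells; Signal: immunofluorescence imaging; Control set: TNF-alpha, DMSO.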
RAD54 branch – inhibitors of human RAD54 branch migration | Q92698 | RAD54 Holliday junction branch migration, FAM/BHQ fluorescence | inhibition, % at 10.4 µM | actives 0.14% (n = 360,000);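 active means mean normalized replicate activity at least 40 and at least half of replicates scoring 40 or more; inconclusive means only one of the two criteria met; inactive means mean below 40 and under half of replicates reaching 40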;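 further: 0% = median of neutral control wells and 100% = median of positive control wells; inhibitors cause a drop in the FAM fluorescence signal; in these data hits start at about 50%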
CASP6 VEID inh – blocks human caspase-6 cleavage activity; P55212; purified caspase-6, Z-VEID-R110 cleavage fluorescence; inhibition, % at 12.5 µM; actives 0.53% (n = 350,000); AID 686996;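 active means mean inhibition across replicates at least about 35%, with every replicate also reaching that limit, limit read from the data; inconclusive means only one of the two criteria met; inactive means neither criterion met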;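 further: 0% = median of neutral control wells and 100% = no fluorescence left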
RAD52 anneal inh – blocks human RAD52 DNA annealing; inhibition, % at 18.7 µM; P43351; actives 0.46% (n = 360,000); recombinant RAD52 DNA annealing, FRET fluorescence;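 active means every replicate showing at least 50% inhibition; inconclusive means mean inhibition at least 50% but not in every replicate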
ARNT TACC3 PPI – disruptors of human ARNT/TACC3 interaction | inhibition, % at 9.99 µM | AlphaScreen His-ARNT PAS-B/GST-TACC3 binding, luminescence; TACC3 fragment carries E629A point mutation | actives 0.66% (n = 390,000);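 active means mean inhibition of replicates at least 50% and at least half of replicates each reaching 50%; inconclusive means half or more replicates reach 50% but mean below 50%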;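 further: 0% = complete ARNT plus TACC3 wells and 100% = ARNT alone without TACC3; many hits fall short of the cut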
Starred values were filed as active, the others as inactive; ? = inconclusive; nt = not tested or not shown; & = joins results of further samples.

The opening 5 records (preview)
SMILES	PglD DTNB	esBAF inh	ERp5 inh	E-selectin induc	RAD54 branch	CASP6 VEID inh	RAD52 anneal inh	ARNT TACC3 PPI
C[C@H]1CN([C@@H](C)CO)C(=O)Cc2cc(NC(=O)CCC(F)(F)F)ccc2O[C@@H]1CN(C)S(=O)(=O)c1ccccc1	3	-1	2	0.3	10	-3	3	-3
CCOc1ccc(C(=O)NCC(=O)N2CCN(C/C=C/c3ccccc3)CC2)cc1OCC	0	2	1	nt	1	-103	10	-2
CC(C)CN1CCC(=O)N(CCSc2ccc(Br)cc2)CC1	1	-4	1	-0.2	-6	-1	-6	7
COc1ccc(CCn2c(SCC(=O)Nc3cc(C)on3)nc3ccsc3c2=O)cc1OC	5	5	nt	nt	1	nt	nt	3
CC(=O)N(C)C[C@@H]1Oc2cc(C#CC3(O)CCCC3)ccc2S(=O)(=O)N([C@H](C)CO)C[C@@H]1C	0	-1	-1	-0.4	-2	-4	0	-2

The whole of this part, repeating the preview:
SMILES	PglD DTNB	esBAF inh	ERp5 inh	E-selectin induc	RAD54 branch	CASP6 VEID inh	RAD52 anneal inh	ARNT TACC3 PPI
C[C@H]1CN([C@@H](C)CO)C(=O)Cc2cc(NC(=O)CCC(F)(F)F)ccc2O[C@@H]1CN(C)S(=O)(=O)c1ccccc1	3	-1	2	0.3	10	-3	3	-3
CCOc1ccc(C(=O)NCC(=O)N2CCN(C/C=C/c3ccccc3)CC2)cc1OCC	0	2	1	nt	1	-103	10	-2
CC(C)CN1CCC(=O)N(CCSc2ccc(Br)cc2)CC1	1	-4	1	-0.2	-6	-1	-6	7
COc1ccc(CCn2c(SCC(=O)Nc3cc(C)on3)nc3ccsc3c2=O)cc1OC	5	5	nt	nt	1	nt	nt	3
CC(=O)N(C)C[C@@H]1Oc2cc(C#CC3(O)CCCC3)ccc2S(=O)(=O)N([C@H](C)CO)C[C@@H]1C	0	-1	-1	-0.4	-2	-4	0	-2
Cc1cc(C)n(C2CC(=O)N(c3ccccc3)C2=O)n1 (centres undefined)	7	-4	-2	nt	-7	-1	3	-4
CCC1(c2ccc(C)cc2)NC(=O)N(CC(=O)Nc2cccc(S(=O)(=O)N3CCCC3)c2)C1=O (centres undefined)	-4	6	-1	-0.2	-12	0	-30	4
C[C@H](CO)N1C[C@H](C)[C@@H](CN(C)CC2CCCCC2)Oc2ccc(NC(=O)Cc3cn(C)c4ccccc34)cc2C1=O	2	1	-3	nt	-2	0	0	8
COc1ccccc1C#Cc1ccc([C@@H]2[C@@H](CO)N3CCCCN(C(=O)C4CC4)C[C@H]23)cc1	-2	nt	1	nt	0	-2	28	0
CC(C)CC#Cc1cnc2c(c1)C(=O)N([C@H](C)CO)C[C@H](C)[C@H](CN(C)C(=O)c1cccnc1)O2	1	-9	-5	-0.1	-1	0	5	11
Cc1noc(C)c1NC(=O)Nc1ccc2c(c1)C(=O)N([C@@H](C)CO)C[C@@H](C)[C@@H](CN(C)C(=O)Nc1c(C)noc1C)OCCCC[C@@H](C)O2	2	-2	-2	-0.2	0	0	-14	0
CCOC(=O)c1[nH]c(C)c(C(=O)NCCc2ccc(OC)cc2)c1C	1	-5	6	nt	-2	-5	-15	-6
COc1cc(NC(=O)Cc2cccc3ccccc23)c(C(=O)O)cc1OC	-6	-4	1	nt	-1	-2	-13	-2
Cc1nnc(SCC(=O)Nc2ccc(F)cc2)n(N)c1=O	0	nt	1	nt	1	-4	-1	-6
CCCCC(=O)Nc1ccc(C(=O)c2ccccc2)cc1	4	49*	6	nt	3	-3	2	-4
CO[C@H]1CN(C)C(=O)c2cc(NC(C)=O)ccc2OC[C@H](C)N(CC2CC2)C[C@H]1C	0	7	1	0.0	-7	2	3	-5
NC(=O)N1CCc2ccccc21	nt	nt	-2	5.3	nt	0	-16	-3
CC1CC1C(=O)Nc1cc(S(=O)(=O)N2CCOCC2)ccc1N1CCCC1 (centres undefined)	nt	nt	3	nt	nt	-1	-33	-5
Cc1ccc(SCC(=O)c2ccc[nH]2)cc1	1	61*	2	7.3	-10	-8	-15	23
Cc1cccc(COc2ccc(/C(O)=C3\C(=O)C(=O)N(CCN(C)C)C3c3ccncc3)cc2)c1 (centres undefined)	5	3	nt	nt	1	nt	nt	-9
C[C@H]1CN([C@@H](C)CO)C(=O)c2cccc(NC(=O)Nc3ccc4c(c3)OCO4)c2O[C@H]1CN(C)Cc1ccncc1	-3	-1	-2	18	-1	-2	-5	3
O=C(NCc1ccco1)C(c1ccncc1)N(CCC1=CCCCC1)C(=O)Cn1nnc2ccccc21 (centres undefined)	-7	11	nt	nt	-14	nt	nt	-17
Cc1cc(Br)ccc1NC(=O)CN(C)C(=O)CN1C(=O)NC2(CCCC2)C1=O	5	1	-7	0.5	-9	2	0	2
COc1cc(C(=O)OCC(=O)c2cc(C)n(CC3CCCO3)c2C)ccc1OCC(=O)N1CCOCC1 (centres undefined)	5	4	2	0.0	-4	1	-28	20
Cc1ccc(NC(=O)COC(=O)CCc2ccc(S(=O)(=O)N3CCOCC3)cc2)cc1C	nt	nt	5	nt	nt	-1	-4	-2

(listing goes on)
SMILES	PglD DTNB	esBAF inh	ERp5 inh	E-selectin induc	RAD54 branch	CASP6 VEID inh	RAD52 anneal inh	ARNT TACC3 PPI
C[C@H]1CN([C@@H](C)CO)C(=O)c2cc(NC(=O)Cn3cnnn3)ccc2O[C@H]1CN(C)S(=O)(=O)c1cn(C)cn1	-1	-5	-2	0.2	-7	0	-17	-4
CCOC(=O)C1=C(c2ccccc2)N=C2SCC(=O)N2C1c1ccc2c(c1)OCO2 (centres undefined)	-4	1	nt	nt	-2	nt	nt	5
COC(=O)CN(c1nc(C)c(Cl)c(OC)n1)S(=O)(=O)c1ccc(C)cc1	7	6	nt	nt	7	nt	nt	9
O=C(Nc1ccc2c(c1)OCO2)N[C@H]1CC[C@@H](CCNC(=O)C2CCC2)O[C@@H]1CO	-1	-1	1	-0.6	-2	3	11	-8
C[C@H](CO)N1C[C@H](C)[C@@H](CN(C)S(=O)(=O)c2cn(C)cn2)OCCCC[C@H](C)Oc2ccc(NS(=O)(=O)c3cccs3)cc2C1=O	3	2	1	-0.1	-7	-1	1	-1
O=C(c1ccc(=O)oc1)N1CCN(C(c2ccccc2)c2ccccc2)CC1	1	-2	nt	nt	3	nt	nt	6
CCc1ccc(NC(=O)C/C(C)=N/NC(=O)COc2ccc(C)cc2Br)cc1	4	1	1	nt	7	-2	-4	-2
O=S(=O)(NC1CCN(Cc2ccccc2)CC1)c1cccc2cccnc12	-5	13	1	nt	1	-5	-53	-2
COc1cc(/C=N/NC(=O)c2cccc(S(=O)(=O)N3CCCCC3)c2)cc(Br)c1O	nt	nt	1	nt	nt	1	-4	0
CC(C)CN(C(=O)COC(=O)C12CC3CC(CC(O)(C3)C1)C2)c1c(N)n(Cc2ccccc2)c(=O)[nH]c1=O	3	-5	6	0.0	-8	1	-5	nt
O=C(c1cnn2c(C(F)F)cc(-c3ccccc3)nc12)N1CCc2ccccc2C1	nt	nt	3	nt	nt	1	-12	-3
CC(=O)N1Cc2cc(C(=O)NCC(F)(F)F)nc(-c3cccc(-c4cc5ccccc5o4)c3)c2[C@H]1CCO	nt	nt	6&-2	1.5&8.8	nt	26&3	4&-9	nt
CCCNC(=O)Nc1ccc2c(c1)C(=O)N(C)C[C@@H](OC)[C@@H](C)CN(C(C)=O)[C@@H](C)CO2	9	-3	0	0.0	-1	2	14	-7
CCN(CC)c1ccc(C(=O)c2cnc(/N=C/N(C)C)s2)cc1	0	?	-2	5.9	0	2	-23	-1
Cc1ccc(Cc2c(-c3ccccc3)nc3cc(C)c(Br)c(C)n23)cc1	-2	3	2	0.1	11	-2	-22	nt
COc1ccc(C(=O)NCc2nnc(SCC(=O)NC3CCCCC3)o2)cc1	-3	3	3	-0.3	1	2	-17	2
CC(C)(C)c1ccc(OCCC(=O)OCC(=O)NCc2ccccc2)cc1	-3	-4	8	-0.2	-6	4	2	-3
COc1ccc(CN(C)C(=O)c2ccc(COc3ccccc3)cc2)c(OC)c1	-16	11	1	0.0	-1	5	-16	0
CCOC1=C2[C@@H](CN(S(=O)(=O)c3ccc(C)cc3)[C@H]2c2ccc(CC)cc2)[C@H]2C(=O)N(c3ccccc3)C(=O)[C@H]2C1	4	2	-6	nt	0	-2	-1	nt
OC(c1ccc(F)c(F)c1)c1ncc(-c2ccc(Cl)cc2)[nH]1 (centres undefined)	2	5	1	0.1	-2	10	-44	nt
Cc1cc(NC(=O)CSc2ccc(F)cc2)no1	nt	nt	-4	6.1	nt	-3	2	1
Cc1n[nH]c(C)c1CN(C)C(=O)C1CCC(=O)N(CC2CCCCC2)C1 (centres undefined)	-2	-1	-2	-0.7	5	6	-3	32
CC(=O)N(C)C[C@@H]1Oc2ncc(C#Cc3ccccn3)cc2C(=O)N([C@@H](C)CO)C[C@H]1C	3	-12	-1	0.1	2	-2	-32	-5
CCOC(=O)c1cc(C#N)c(SCC(=O)Nc2ccc(C(C)=O)cc2)[nH]c1=O	nt	nt	3	-1.7	nt	20	-18	nt
C[C@@H]1CN([C@@H](C)CO)C(=O)c2cc(NC(=O)c3ccccc3)ccc2O[C@@H](C)CCCCO[C@@H]1CN(C)Cc1ccc(C(F)(F)F)cc1	-2&-1	-2&-3	-4&-3	0.0	4&-1	-11&-4	-52&-121	nt

(cont.)
SMILES	PglD DTNB	esBAF inh	ERp5 inh	E-selectin induc	RAD54 branch	CASP6 VEID inh	RAD52 anneal inh	ARNT TACC3 PPI
Cc1nn(C)c(C)c1S(=O)(=O)N1CCC(C(=O)NC(C)c2ccccc2)CC1 (centres undefined)	2	-4	-6	0.0	0	0	-1	nt
Cc1cccc(C)c1NC(=O)CNC(=O)c1cncc(Br)c1	4	1	6	nt	0	0	-9	nt
COc1cccc(-c2cnc3c(NC(C)=O)cc(-c4cccc(NS(C)(=O)=O)c4)cn23)c1	4	1	1	0.2	-7	4	-16	nt
CC(=O)C1=CCC(c2ccccc2Cl)N(S(=O)(=O)c2ccc(C)cc2)C1 (centres undefined)	2	6	1	-0.2	0	4	-10	nt
CO[C@H]1CN(C)C(=O)c2ccc(NC(=O)C3CC3)cc2OC[C@H](C)N(C(=O)c2cccnc2)C[C@H]1C	2	-5	0	0.4	1	-4	-4	-11
COc1ccc(-c2csc(NC(=O)CN3C(=O)NC4(CCCC4)C3=O)n2)cc1OC	-8	2	7	nt	4	2	-10	nt
C[C@@H]1CN([C@@H](C)CO)C(=O)c2cc(NS(=O)(=O)c3ccc(F)cc3)ccc2O[C@@H]1CN(C)Cc1ccc(C(F)(F)F)cc1	1	4	-4	0.2	-1	3	-4	-3
N/C(=N\NS(=O)(=O)c1ccc(Cl)cc1)c1ccccn1	nt	nt	3	0.1	nt	1	-6	43*
CNC(=O)CSc1nc(-c2ccccc2)c(-c2ccccc2)[nH]1	-2	-2	nt	nt	-3	nt	nt	-5
COc1ccc(NC(=O)C2C3CCC4C(CCC32)C4(Cl)Cl)cc1 (centres undefined)	0	12	nt	nt	2	nt	nt	-3

Two entries picked at random from the list so far, as already listed:
SMILES	PglD DTNB	esBAF inh	ERp5 inh	E-selectin induc	RAD54 branch	CASP6 VEID inh	RAD52 anneal inh	ARNT TACC3 PPI
Cc1cc(C)n(C2CC(=O)N(c3ccccc3)C2=O)n1 (centres undefined)	7	-4	-2	nt	-7	-1	3	-4
C[C@H](CO)N1C[C@H](C)[C@@H](CN(C)CC2CCCCC2)Oc2ccc(NC(=O)Cc3cn(C)c4ccccc34)cc2C1=O	2	1	-3	nt	-2	0	0	8

Bioassay records as filed in PubChem BioAssay.

Rows are unselected. About 3.2% of those tested had a hit in this group.
